NS3 helicase inh: blocks Hepatitis C virus NS3 helicase unwinding. NS3 helicase DNA unwinding, Cy5 molecular beacon fluorescence. hit rate 0.56% among 290,000. inhibition, % at 10.9 µM;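 active = inhibition above the mean of all tested compounds plus 3 SD, set per campaign, cut at about 35% in these data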;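 also: 0% = DMSO wells and 100% = thioflavine S control wells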
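System: HCV NS3 helicase fragment; control set: DMSO and thioflavine S; technique: Cy5 fluorescence at 0 and 60 min, beacon hairpin quenching; reagent: beacon DNA duplex substrate plus ATP; replicates: singlicate; schedule: 1 h reaction at 25 °C, ATP-initiated; medium: MOPS buffer pH 6.5 with MgCl2, DTT, Tween20, BSA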
IDE act: IDE (human) activation, cell-based | AID 493087 | activation, % at 5.96 µM | hit rate 0.073% among 340,000 | P14735 | HEK cells, FAbeta-B cleavage, fluorescence polarization; 0% vehicle, 100% cell-free pure enzyme wells;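 active = activation above the mean of all tested compounds plus 3 SD, set per screening campaign, cut at about 17% in these data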
UBC9 SUMO inh: blocks human SUMOylation mediated by UBC9; HTRF SUMOylation assay, SAE1/SAE2 + UBC9, in vitro; inhibition, % at 35 µM; hit rate 0.36% among 290,000; in the data active = inhibition above about 50%, passing the limit was not always enough; inconclusive = no clear call, values can overlap the other calls; also: strong numbers were not always called active
IMP-1 inh: blocks Pseudomonas aeruginosa IMP-1 metallo-beta-lactamase; purified IMP-1, nitrocefin hydrolysis, epi-absorbance fluorescence; inhibition, % at 5.6 µM; hit rate 0.45% among 290,000; AID 1556;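 active = inhibition above the mean plus 3 SD of all compounds in the same screening run, cut at about 4.5% in these data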;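 also: 0% = IMP-1 with DMSO and 100% = DMSO wells lacking enzyme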
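System: purified IMP-1 / Input: IMP-1 dispensed at 0.2 nM / Medium: 50 mM HEPES pH 7.1, 50 µM ZnSO4, 0.05% Brij 35 / Timing: 15 min enzyme–compound preincubation, then 25 min nitrocefin reaction, 25 °C / Technique: plate fluorescence quenching by hydrolysis product, ex 480/em 530 nm / Repeats: singlicate testing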
DNA FID counter: displaces DNA intercalator in HCV helicase counter-screen; DNA fluorescent intercalator displacement, fluorescence; inhibition, % at 7.9 µM; hit rate 0.17% among 290,000; AID 1845; in the data active = inhibition above about 37%;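 also: 0% = vehicle and 100% = reference compound; higher means more ethidium bromide displaced from hairpin DNA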
VIM-2 inhibitor: blocks Pseudomonas aeruginosa VIM-2 metallo-beta-lactamase; purified VIM-2, nitrocefin hydrolysis, epi-absorbance fluorescence; inhibition, % at 5.6 µM; hit rate 0.89% among 290,000; AID 1527;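 active = inhibition above the mean of all tested compounds plus 3 SD, cutoff set per screening run, cut at about 7.5% in these data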;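 also: red hydrolysis product quenches plate fluorescence so inhibitors raise well fluorescence; 0% = enzyme with DMSO and 100% = DMSO without enzyme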
MEKK3 PB1 HTS: MEKK3-MEK5 PB1 interaction, increase or decrease; hit rate 1.4% among 290,000; bead-based flow cytometry, Alexa488-MEK5 binding to MEKK3; actives lie on both sides; 0 = blocked by unlabeled MEK5, 100 = vehicle; binding response (% of control), % at 10 µM;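 active = binding response more than 3 SD above or below the average of its plate-row segment, actives on both sides; inconclusive = wells at one plate position flagged as instrument error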;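 also: Alexa488 bead fluorescence after subtracting the streptavidin-only scavenger bead signal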
PHOSPHO1 inh: blocks human PHOSPHO1 phosphatase activity; hit rate 1.1% among 290,000; recombinant PHOSPHO1, absorbance phosphatase assay; inhibition, % at 13.3 µM; AID 1565; Q8TCT1; in the data active = inhibition above about 60%
p-CIP stab down: lowers stability of the mouse p/CIP coactivator protein; decrease of EGFP signal, % at 10 µM; F442A p/CIP-EGFP cells, EGFP fluorescence, 16 h; hit rate 0.01% among 290,000; AID 1984; Q05BA5;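 active = EGFP signal decrease of at least 30% at 10 µM or well 3 SD below plate mean, unless failing retest; inactive = the rest, including hits failing retest or dose response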; also: some compounds called inactive have numbers as strong as hits; many of its hits are not listed in these tables
Target sequence (Q05BA5 1-1403): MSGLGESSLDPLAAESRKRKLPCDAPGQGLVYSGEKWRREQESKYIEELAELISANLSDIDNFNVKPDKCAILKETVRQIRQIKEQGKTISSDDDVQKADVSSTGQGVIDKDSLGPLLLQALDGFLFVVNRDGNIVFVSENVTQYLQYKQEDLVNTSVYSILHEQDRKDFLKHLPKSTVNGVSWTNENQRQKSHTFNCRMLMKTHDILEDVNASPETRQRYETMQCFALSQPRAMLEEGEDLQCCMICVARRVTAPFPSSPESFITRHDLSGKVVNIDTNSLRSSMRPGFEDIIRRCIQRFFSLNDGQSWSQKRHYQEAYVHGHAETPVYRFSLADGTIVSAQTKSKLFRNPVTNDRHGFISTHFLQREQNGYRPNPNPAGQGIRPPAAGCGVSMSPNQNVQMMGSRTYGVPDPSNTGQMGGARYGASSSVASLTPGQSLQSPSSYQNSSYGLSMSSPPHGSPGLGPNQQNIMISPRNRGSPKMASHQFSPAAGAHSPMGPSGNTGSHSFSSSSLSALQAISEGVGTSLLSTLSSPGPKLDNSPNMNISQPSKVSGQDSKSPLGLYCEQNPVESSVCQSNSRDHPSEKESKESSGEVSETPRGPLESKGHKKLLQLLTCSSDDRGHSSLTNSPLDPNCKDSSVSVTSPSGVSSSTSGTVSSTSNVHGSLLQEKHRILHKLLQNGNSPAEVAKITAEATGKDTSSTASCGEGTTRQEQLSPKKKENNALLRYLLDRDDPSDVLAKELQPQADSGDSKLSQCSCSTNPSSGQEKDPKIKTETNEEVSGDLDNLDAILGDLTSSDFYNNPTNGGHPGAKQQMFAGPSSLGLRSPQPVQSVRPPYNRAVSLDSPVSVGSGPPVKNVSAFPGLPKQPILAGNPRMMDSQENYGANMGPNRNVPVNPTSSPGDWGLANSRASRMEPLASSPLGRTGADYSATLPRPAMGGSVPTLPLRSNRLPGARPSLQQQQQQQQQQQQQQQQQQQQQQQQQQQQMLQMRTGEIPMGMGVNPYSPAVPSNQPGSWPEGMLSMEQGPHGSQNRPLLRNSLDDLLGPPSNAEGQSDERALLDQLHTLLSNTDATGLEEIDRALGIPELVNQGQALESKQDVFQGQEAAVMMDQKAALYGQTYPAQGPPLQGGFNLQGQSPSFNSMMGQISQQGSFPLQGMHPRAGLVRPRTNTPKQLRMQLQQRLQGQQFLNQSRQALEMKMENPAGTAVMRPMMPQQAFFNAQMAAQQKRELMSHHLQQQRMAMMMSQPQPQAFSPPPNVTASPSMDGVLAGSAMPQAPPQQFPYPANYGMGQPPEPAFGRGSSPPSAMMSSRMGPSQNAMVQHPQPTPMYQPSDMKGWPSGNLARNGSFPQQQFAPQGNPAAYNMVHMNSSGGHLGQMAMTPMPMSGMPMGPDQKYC
An asterisk follows results filed as active; ? = inconclusive; nt = no result given.

Each structure is followed by: NS3 helicase inh, IDE act, UBC9 SUMO inh, IMP-1 inh, DNA FID counter, VIM-2 inhibitor, MEKK3 PB1 HTS, PHOSPHO1 inh, p-CIP stab down
1. Cn1cc(Cl)c(C(=O)NNC(=S)Nc2cccc(Cl)c2)n1
→ 2, 3, -107, -2.8, -4, -2.3, 102, -35, -8
2. C#CCn1cc(/C=N/NC(=O)c2cc3ccccc3o2)c2ccccc21
→ -6, 3, 9, -1.0, -9, -2.2, 92, 0, -3
3. CCCCC(=O)Nc1ccc2c(c1)nc1n2CCN(CCOC)C1
→ -6, nt, 22, -3.4, -11, -1.0, 105, 16, -1
4. COc1cc([N+](=O)[O-])cc(/C=N/NC(=O)C(O)(c2ccccc2)c2ccccc2)c1O
→ 22, 3, -57, -5.5, -1, -6.6, 101, nt, -2
5. N#CC1=C(SCc2ccccc2)NC(=O)C(C#N)C12CCCC2 (configuration not stated)
→ -7, 6, 5, -3.3, -7, -1.6, 98, -4, -11
6. CCN1CCN(c2nc(N)c([N+](=O)[O-])c(Nc3cccc(C)c3)n2)CC1
→ -1, -7, 12, -1.5, 9, -0.1, 108, -9, -17
7. CCN(C(=O)CSc1ncn[nH]1)c1cccc2ccccc12
→ -3, 4, 4, -0.1, 1, -0.8, 92, 14, -7
8. CC(=O)CCc1oc2ccc([N+](=O)[O-])cc2c1-c1ccc(C)o1
→ 4, 4, 1, -3.8, -1, -5.1, 105, 56, 1
9. CN(C)c1nc(SCc2ccccc2Cl)nc2c1CCCC2
→ -6, 0, -14, -2.2, -6, -0.8, 98, 4, -6
10. Cc1ccc(O)c(C2=Nc3ccccc3N=C(c3ccco3)C2)c1
→ -1, 3, ?, -3.0, -3, -2.6, 101, 23, -10
11. O=C(c1cc(Cl)nc2ccccc12)N(Cc1nnc(-c2ccccc2Cl)o1)C1CC1
→ -5, 3, 8, -3.9, -43, 0.0, 99, -16, -14
12. CN1CCN(C2CC(=O)N(Cc3ccc(N4CCCC4=O)cc3)C2=O)CC1 (configuration not stated)
→ -8, -1, 15, -2.7, -1, -0.7, 95, 33, -16
13. O=C(COC(=O)CCC1CCCC1)NCc1ccc(Cl)cc1
→ 3, 5, 6, -3.1, -17, -0.5, 89, 24, -8
14. Cc1ccc2cc(CN(C(=O)c3cccs3)c3ccccc3)c(=O)[nH]c2c1
→ 16, 5, -29, -3.9, -10, -3.1, 99, 28, -4
15. O=C(c1nnc(-c2ccccc2)o1)C1CC1
→ 11, 1, 3, -3.0, -1, -1.2, 100, 2, -11
16. COc1ccc(OC)c(NC(=O)Nc2cnccn2)c1
→ 0, 4, 5, -2.7, -13, 0.9, 101, 36, -2
17. O=C(CC(=O)Nc1ccc(F)cc1)Nc1ccc(F)cc1
→ -5, -3, 0, -0.9, -5, -0.5, 105, -4, 2
18. Cc1ccc(O)c(NC(=O)c2ccccc2-c2ccccc2C(=O)O)c1
→ 1, 5, 18, -1.0, -6, 0.2, 105, 36, 4
19. CN(C)c1ccc(N=Cc2nc(-c3ccccc3)oc2OC(=O)c2cccc(Cl)c2)cc1
→ 14, 1, 4, -3.0, -13, -0.5, 127, 11, -4
20. Cc1onc(-c2ccccc2Cl)c1C(=O)N1CCCCCC1
→ -9, 2, 1, -0.3, -11, -1.9, 106, 2, -10
21. Cc1ccc2ncc(S(=O)(=O)c3ccccc3)c(N3CCCCC3C)c2c1 (configuration not stated)
→ -17, 7, -20, -4.5, -36, -4.0, 95, 36, -2
22. O=C1CCC(C(=O)Nc2cccc(S(=O)(=O)N3CCOCC3)c2)N1 (configuration not stated)
→ 3, -1, 7, -2.8, -10, -1.5, 89, 0, -8
23. COc1ccc(C(=O)N2CCN(c3ccc([N+](=O)[O-])c(NCCc4ccc(OC)c(OC)c4)c3)CC2)cc1
→ 5, 2, -4, -4.3, -1, -3.6, 101, 2, -18
24. Cc1c(N=C/C=C2\N(C)c3ccccc3C2(C)C)c(=O)n(-c2ccccc2)n1C
→ -5, 0, 22, -0.9, -1, 1.3, 92, -4, -12
25. O=C(C1CSC2(c3ccc(F)cc3)CCC(=O)N12)N1CCCCCC1 (configuration not stated)
→ 3, 5, 5, -1.8, -9, -4.4, 99, 10, -14
26. COCCNC(=O)C1CCN(S(=O)(=O)c2ccccc2)CC1
→ -4, -2, 22, -3.5, 0, -2.9, 96, 11, -8
27. O=c1cc(CSc2nnnn2-c2ccc(O)cc2)nc2sccn12
→ 7, 2, 5, -1.4, 1, -0.9, 102, 43, -10
28. CCOC(=O)c1cc(-c2ccccc2)sc1NC(=O)C(C)Sc1nnnn1C (configuration not stated)
→ -13, 0, 1, -2.1, -13, -2.6, 100, -8, -21
29. O=C(CN1C2CCCC1CC(NC(=O)c1ccco1)C2)Nc1ccccc1 (configuration not stated)
→ 2, 2, 10, -0.6, -3, -1.7, 101, 24, -26
30. c1ccc2oc(-c3[nH]ncc3CN3CCSCC3)cc2c1
→ -2, 6, 19, -1.9, 6, -1.6, 104, 43, -8

Eight entries from above, tab-delimited.
entry	SMILES	NS3 helicase inh	IDE act	UBC9 SUMO inh	IMP-1 inh	DNA FID counter	VIM-2 inhibitor	MEKK3 PB1 HTS	PHOSPHO1 inh	p-CIP stab down
16	COc1ccc(OC)c(NC(=O)Nc2cnccn2)c1	0	4	5	-2.7	-13	0.9	101	36	-2
17	O=C(CC(=O)Nc1ccc(F)cc1)Nc1ccc(F)cc1	-5	-3	0	-0.9	-5	-0.5	105	-4	2
18	Cc1ccc(O)c(NC(=O)c2ccccc2-c2ccccc2C(=O)O)c1	1	5	18	-1.0	-6	0.2	105	36	4
19	CN(C)c1ccc(N=Cc2nc(-c3ccccc3)oc2OC(=O)c2cccc(Cl)c2)cc1	14	1	4	-3.0	-13	-0.5	127	11	-4
20	Cc1onc(-c2ccccc2Cl)c1C(=O)N1CCCCCC1	-9	2	1	-0.3	-11	-1.9	106	2	-10
21	Cc1ccc2ncc(S(=O)(=O)c3ccccc3)c(N3CCCCC3C)c2c1 (configuration not stated)	-17	7	-20	-4.5	-36	-4.0	95	36	-2
22	O=C1CCC(C(=O)Nc2cccc(S(=O)(=O)N3CCOCC3)c2)N1 (configuration not stated)	3	-1	7	-2.8	-10	-1.5	89	0	-8
23	COc1ccc(C(=O)N2CCN(c3ccc([N+](=O)[O-])c(NCCc4ccc(OC)c(OC)c4)c3)CC2)cc1	5	2	-4	-4.3	-1	-3.6	101	2	-18

(listing goes on)
Each structure is followed by: NS3 helicase inh, IDE act, UBC9 SUMO inh, IMP-1 inh, DNA FID counter, VIM-2 inhibitor, MEKK3 PB1 HTS, PHOSPHO1 inh, p-CIP stab down
31. Cc1cc(C)c2cc(C#N)c(N3CCCN(C(=O)c4cnccn4)CC3)nc2c1
→ -1, -1, 8, -2.6, -31, -1.0, 99, 51, -8
32. Cc1cc(C(=O)N2CCCC(C(=O)c3ccc4ccccc4c3)C2)n(C)n1 (configuration not stated)
→ 6, 0, 9, -1.9, -23, -4.5, 95, 32, -11
33. O=C(NCc1ccccc1)C1(c2cccc(F)c2)CCCC1
→ 3, -3, 3, -3.3, -3, -2.6, 110, 15, -11
34. CC(C)(C)C(=O)CSc1nc2ccccc2o1
→ -1, 3, 7, -0.4, -1, -0.9, 83, 15, -20
35. COc1cccc(C2(c3cccc(OC)c3)CC2C(=O)Nc2ccc(F)cc2)c1 (configuration not stated)
→ 4, 2, -2, -0.3, -8, 0.0, 108, 3, -5
36. CC(C)c1cc(C(C)C)n2nc(N)nc2n1
→ 6, 0, 12, -2.8, -5, -3.2, 83, 3, -6
37. CC1CCN(S(=O)(=O)c2cccc(C(=O)Nc3ccccc3)c2)CC1
→ 2, 3, -2, -3.1, -9, 2.3, 97, -3, -12
38. COc1ccc(/C=C(\NC(=O)/C=C/c2ccco2)C(=O)NCCc2nc3ccccc3[nH]2)cc1
→ 2, 3, 19, -1.3, -2, -3.8, 119, -2, -2
39. CCOC(=O)N1CCN(C(=O)c2ccc(CS(=O)(=O)c3ccc(OC)cc3)o2)CC1
→ -2, -2, -8, -4.2, -14, -3.1, 110, 16, -5
40. Cc1cc(N2CCN(C)CC2)nc2ccc(NC(=O)c3cccnc3Cl)cc12
→ 2, 6, 31, -4.2, 1, -1.1, 99, 9, 0
41. Cc1ccc(Oc2c(F)c(F)nc(N3CCCC3)c2F)cc1
→ -3, 8, 9, -1.9, 2, -4.4, 101, -4, -3
42. CC(C)C(=O)Nc1nnc(CCc2ccccc2)s1
→ 4, 4, 5, -4.2, -23, -2.7, 101, 51, -7
43. CC1CCCC(C)N1CCCNC(=O)c1nn(C)c2c1CSc1ccccc1-2 (configuration not stated)
→ -7, 1, nt, -2.6, 21, 1.9, 101, 18, -6
44. COc1cc(/C=N/n2cnc3c(sc4nc(C)cc(C)c43)c2=O)ccc1O
→ 5, nt, -4, -3.7, 1, -2.0, 108, 37, -2
45. Cc1ccc(C2(CCNCc3ccco3)CCOC(C(C)C)C2)cc1 (configuration not stated)
→ -19, 8, -27, -1.9, 5, -3.6, 104, 27, 9
46. Cc1cc2nc3c(nc2cc1C)C(O)=C3O
→ 9, 7, 28, -1.6, 3, 1.0, 107, 22, -5
47. CCOc1ccc(N(CC(=O)N2CCCC2)S(=O)(=O)c2c(C)noc2C)cc1
→ -4, 6, 5, -4.1, -14, -0.4, 104, -7, -16
48. CCc1ccc(-c2nn(-c3ccccc3)cc2CSC(=N)N)cc1
→ -66, nt, 1, -0.8, 13, -2.2, 102, -44, -22
49. O=C(Nc1ccc(Cl)cc1)C1CCN(C(=O)c2ccco2)CC1
→ -10, 5, 16, -2.3, -9, -0.8, 100, 45, 2
50. Cc1nn(Cc2c(Cl)cccc2Cl)c(C)c1NC(=O)c1sc2ccccc2c1Cl
→ 1, -1, 40, -1.1, -6, 0.6, 98, 15, -5
51. COc1cccc(/C(O)=C2/C(=O)C(=O)N(CCCN3CCOCC3)C2c2ccncc2)c1 (configuration not stated)
→ 3, 5, 15, -3.3, -3, -2.9, 105, 8, 0
52. COc1ccc(C(C)=O)cc1CN1CCCCC1
→ -3, 8, 19, -3.1, -1, -2.3, 104, 2, 4

Source: PubChem

An excerpt. The share of hits here may be higher or lower than overall.
